# NCI-60 one-dose screen, 48 h, at 10 µM unless noted. Numbers give growth in % (100 = growth as untreated, 0 = no growth, -100 = all killed).
# A498: A498 renal cancer cells | actives 5.4% (n = 76,000) | AID 1794774
# RXF 393: RXF 393 renal cancer cells; AID 1794773; actives 6.9% (n = 77,000)
# NCI-H23: NCI-H23 lung cancer; actives 4% (n = 80,000); AID 1794731
# NCI/ADR-RES: NCI/ADR-RES ovarian cells | actives 4.4% (n = 81,000) | AID 1794790
# NCI-H226: NCI-H226 lung cancer; actives 3.5% (n = 79,000)
# NCI-H522: NCI-H522 lung cancer. AID 1794739. actives 8% (n = 78,000)
# NCI-H460: NCI-H460 lung cancer; actives 6.8% (n = 82,000); AID 1794736
# CAKI-1: CAKI-1 renal cancer; AID 1794772; actives 4.7% (n = 75,000)
# ACHN: ACHN renal cancer; actives 4.9% (n = 81,000)
# * marks the source's active call; other numbers are inactive results; . = not tested or not shown. How the source made its calls: active means growth percent below 10; inactive means the rest.
No.	Compound	A498	RXF 393	NCI-H23	NCI/ADR-RES	NCI-H226	NCI-H522	NCI-H460	CAKI-1	ACHN
1	CCCn1cc(/C=N\N=C2\C(=O)Nc3ccc(C)cc32)c2ccccc21	57	11	48	76	92	14	32	.	56
2	COc1cc(OC)cc(C(=O)Nc2ccc(NCCN3CCOCC3)nc2)c1	92	103	92	96	86	99	112	103	112
3	N#Cc1c(-c2ccc(Cl)cc2)nc(NS(=O)(=O)c2ccccc2)nc1N1CCOCC1	91	107	103	106	100	76	107	90	100
4	Cc1ccc2c(c1)sc1nc(-c3c[nH]c4ccccc34)c(Nc3ccccc3)n12	109	111	98	104	99	91	101	80	100
5	COc1cccc2c(=O)c3c(sc12)c(NCCN(C)C)nc1ccccc13	-16*	3.0*	32	29	.	29	-53*	26	8.6*
6	O=C(C(=O)c1ccc(O)cc1O)c1ccc(O)cc1O	100	127	90	99	91	93	105	.	93
7	Nc1ncnc2[nH]c(=S)[nH]c12	108	101	129	104	106	.	111	75	98
8	Fc1ccccc1Cc1cn2cc(-c3ccc(Cl)cc3)nc2s1	85	124	.	105	102	91	94	78	85
9	c1ccc(CNCc2ccc(CNCc3ccccc3)cc2)cc1	70	79	96	103	95	84	105	99	116
10	O=C1NC2(CCCCC2)OC12CCCCC2	.	135	103	109	117	.	114	105	105
11	CC(/C=C/c1ccc(Br)cc1)=N\OCC(=O)Nc1ccc(Cl)cc1	64	102	96	92	90	75	92	57	70
12	CCCCn1sc(=O)n(Cc2ccc(CNC(=O)OCc3ccc4c(Br)cc(Br)c(O)c4n3)cc2)c1=O	-7.8*	16	36	9.8*	32	-7.1*	4.4*	22	34
13	CC(C)n1nc(C#Cc2cccc3cc(-c4cccc(C(F)(F)F)c4)ncc23)c2c(N)ncnc21	84	82	79	82	48	44	49	87	69
14	O=C(c1cnn2c1NC(c1ccc(F)cc1)C2)N1CCCCC1 (stereo not given)	.	111	105	109	.	93	105	93	102
15	CCCNC(=O)Oc1ccc(/C(=C(/C)Cc2ccc(OC)cc2)c2ccc(OCCN3CCCCCC3)cc2)cc1	.	98	96	92	102	89	.	.	108
16	CC1CCCN(CCCOc2ccc(-c3ccc(C#N)cc3)cc2)C1 (stereo not given)	92	92	89	93	95	76	105	103	106
17	CCCCNC(=O)C(c1ccccc1)c1ccccc1	118	107	100	99	95	96	104	91	109
18	CCOC(=O)/C=C/c1ccc(C(=O)OCC)[nH]1	50	87	72	8.2*	89	54	14	35	65
19	CC(C)(C)Nc1nc2c(OCCc3ccccc3)cccn2c1-c1ccc([N+](=O)[O-])cc1	98	64	62	52	71	41	61	43	54
20	CCn1cc(C(=O)O)c(=O)c2cc(F)c(N3CCN(C(=O)CSc4nc(-c5ccc(Cl)cc5)c(C#N)c(=O)[nH]4)CC3)cc21	106	92	83	97	84	78	109	94	101
21	CS(=O)(=O)N(c1cc(-c2ccc3ncnc(Nc4ccc(F)c(Cl)c4)c3c2)cnc1Cl)S(C)(=O)=O	-31*	-6.4*	35	69	59	52	34	32	35
22	OC(CCc1ccccc1)c1ccccc1 (stereo not given)	.	149	113	116	112	97	97	.	100
23	Cc1ccc(/C=C2\N=C3SCCCN3C2=O)c(C)c1	89	114	84	96	108	83	104	97	106
24	CC(C)(C)N1CCC1C(N)=O (stereo not given)	136	103	86	-4.5*	118	172	104	83	.
25	O=C(NCc1ccc(Cl)cc1Cl)C1CCC(=O)N1c1cccs1 (stereo not given)	85	109	91	84	103	77	104	82	95
26	N#Cc1nnn(-c2ccc(S(N)(=O)=O)cc2)c1NS(=O)(=O)c1ccccc1	102	105	96	97	100	90	101	.	104
27	Clc1ccc(OCc2nc(-c3ccccc3)n[nH]2)c(Cl)c1	104	108	98	101	90	92	99	.	98
28	C=CCn1c(SCC(=O)Nc2ccc(OC)cc2)nnc1-c1cc(-c2ccccc2)nc2ccccc12	86	101	97	105	93	101	103	81	100
29	Nc1c(C(=O)Nc2ccccc2)sc2nc3c(cc12)CCCCCC3	-0.4*	-39*	23	1.4*	27	-12*	4.6*	42	26
30	COc1ccc2c(c1)sc1nc(-c3ccccc3)c(-c3ccc(O)c(OC)c3)n12	77	104	88	65	94	76	70	77	101
31	Nc1cccc(C(=O)O)c1	119	.	96	101	90	94	103	64	102
32	Clc1cccc(Cl)n1	121	115	105	114	102	103	115	100	101
33	CCCCCCCCCCCCCCCCNc1ccccc1	114	110	102	104	100	65	105	.	.
34	COc1ccc(-c2nnc(-c3ccc(OC)cc3)n2-c2cc(OC)c(OC)c(OC)c2)cc1	63	110	99	100	105	80	110	88	89
35	Nc1n[nH]c2cccc(C#Cc3cccc(NC(=O)c4cc(N5CCOCC5)cc(C(F)(F)F)c4)c3)c12	-5.1*	39	45	47	44	53	47	.	25
36	Cc1ccc(S(=O)(=O)NCCNc2cc(-c3cn(C(C)(C)C)nc3-c3cccc(F)c3)ccn2)cc1	78	92	91	90	97	81	99	86	108
37	CCNC(=S)Nc1ccc(S(=O)(=O)Nc2ccc(Cl)nn2)cc1	108	104	102	104	102	97	105	92	108
38	CN(C)c1ccc(/C=N\NC(=O)c2ccncc2)cc1	91	113	91	97	110	79	112	.	118
39	CCOC(=O)c1c(C)nc(C)c(C(=O)OCC)c1-c1cccc([N+](=O)[O-])c1	102	126	104	102	108	92	113	86	102
40	Cn1c2ccccc2c2nn(Cc3ccccc3)c(=O)nc21	104	103	.	109	87	103	102	95	88

# Record cards, from the list above. Order of values: A498	RXF 393	NCI-H23	NCI/ADR-RES	NCI-H226	NCI-H522	NCI-H460	CAKI-1	ACHN
# Nc1n[nH]c2cccc(C#Cc3cccc(NC(=O)c4cc(N5CCOCC5)cc(C(F)(F)F)c4)c3)c12 in the list: -5.1*	39	45	47	44	53	47	.	25
# CCNC(=S)Nc1ccc(S(=O)(=O)Nc2ccc(Cl)nn2)cc1 in the list: 108	104	102	104	102	97	105	92	108

# Next part.
No.	Compound	A498	RXF 393	NCI-H23	NCI/ADR-RES	NCI-H226	NCI-H522	NCI-H460	CAKI-1	ACHN
41	COc1ccc(-n2nc(C(=O)N/N=C\c3ccc(F)cc3)cc2-c2ccc(Br)cc2)cc1	69	83	88	82	84	69	97	45	91
42	CCCCS(=O)(=O)O	.	110	102	111	93	104	107	93	99
43	O=C(O)c1nc(-c2cccc(Cl)c2)nc2ccccc12	104	102	94	109	95	93	102	93	99
44	COc1cc(OC)c(N(C)C(=O)c2cc3c(s2)-c2ccccc2S(=O)(=O)C3)cc1Cl	80	106	98	96	97	102	102	82	98
45	Fc1cccc(-c2ncc(-c3ccccc3)o2)c1	.	104	86	103	88	90	105	.	100
46	CC(O)C(NC(=O)C(Cl)Cl)C(=O)O (stereo not given)	100	115	114	116	108	93	111	100	.
47	C=C1C(=O)O[C@H]2[C@H]1CC/C(COC(=O)NCc1ccc(Cn3c(=O)sn(-c4ccc(Cl)cc4)c3=O)cc1)=C\CC[C@@]1(C)O[C@@H]21	107	62	95	102	87	-8.4*	101	61	66
48	O=C1CCC(=O)N1c1ccccc1	88	120	102	103	102	91	102	99	103
49	CCOC(=O)Nc1ccc2c(ccn2C(=O)c2cccc(F)c2)c1	-6.2*	19	41	20	54	0.4*	15	45	53
50	C[N+]1(C)CCCC(C#CC[N+]2(C)CCCC2)C1 (stereo not given)	96	108	100	101	.	79	108	96	103

# Reformatted with two lines to a compound: entries from further up
# Below each compound – A498, RXF 393, NCI-H23, NCI/ADR-RES, NCI-H226, NCI-H522, NCI-H460, CAKI-1, ACHN
50: C[N+]1(C)CCCC(C#CC[N+]2(C)CCCC2)C1 (stereo not given)
    96, 108, 100, 101, ., 79, 108, 96, 103
49: CCOC(=O)Nc1ccc2c(ccn2C(=O)c2cccc(F)c2)c1
    -6.2*, 19, 41, 20, 54, 0.4*, 15, 45, 53
43: O=C(O)c1nc(-c2cccc(Cl)c2)nc2ccccc12
    104, 102, 94, 109, 95, 93, 102, 93, 99
47: C=C1C(=O)O[C@H]2[C@H]1CC/C(COC(=O)NCc1ccc(Cn3c(=O)sn(-c4ccc(Cl)cc4)c3=O)cc1)=C\CC[C@@]1(C)O[C@@H]21
    107, 62, 95, 102, 87, -8.4*, 101, 61, 66
48: O=C1CCC(=O)N1c1ccccc1
    88, 120, 102, 103, 102, 91, 102, 99, 103
45: Fc1cccc(-c2ncc(-c3ccccc3)o2)c1
    ., 104, 86, 103, 88, 90, 105, ., 100

# (list continues)
No.	Compound	A498	RXF 393	NCI-H23	NCI/ADR-RES	NCI-H226	NCI-H522	NCI-H460	CAKI-1	ACHN
51	CC1CCCC(C)C1CO (stereo not given)	68	102	98	102	95	104	109	99	98
52	Cc1nc(Nc2cccc(Nc3nc(C)c(N=Nc4ccccc4)s3)c2)sc1N=Nc1ccccc1	99	104	85	90	67	69	97	45	62
53	COc1ncnc2c(-c3ccccc3)cn(COCc3ccccc3)c12	52	70	46	.	67	36	34	64	51
54	NS(=O)(=O)c1ccc(NC(=S)NC(=O)c2ccccc2)cc1	133	107	102	95	87	88	110	80	89
55	CCCC1CCCCN1C(=O)OC (stereo not given)	102	238	106	107	162	103	107	91	106
56	Nc1ccc(N(O)/C=C2\C=CC=CC2=O)cc1	96	112	92	102	114	98	145	109	99
57	CN1CCN(C(=O)[C@]23CCC(C)(C)C[C@H]2C2=CC[C@@H]4[C@@]5(C)C/C(=C/c6cccnc6)C(=O)C(C)(C)[C@@H]5CC[C@@]4(C)[C@]2(C)CC3)CC1	.	65	73	59	80	49	32	67	66
58	O=C(Nc1ccccc1C1=NCCN1)c1ccc(C(=O)Nc2ccccc2C2=NCCN2)cc1	119	100	95	93	107	87	108	.	110
59	CC(=O)OCC1(C)OC(=O)N(Cc2ccccc2F)C1=O (stereo not given)	109	104	104	108	106	94	111	92	104
60	CCCCCCCCC(C)C(=O)N1CCCC1C(=O)N1C(CC(=O)CC)CC(C)CC1C(=O)NC(C)C(=O)NC(C)(C)C(=O)NC(C)(C)C(=O)NC(C(=O)NC(C)C(=O)NC(C)(C)C(=O)NC(C)(C)C(=O)NC(C)CN(C)CCO)C(C)CC (stereo not given)	.	-57*	195	-37*	-51*	-63*	-84*	7.9*	-55*
61	Cc1nn(-c2ccccc2)cc1/C=C1\SC(=S)NC1=O	42	91	84	95	86	.	95	89	96
62	Cc1ccc2c(c1)nc(-c1ccccc1)n2CC(=O)N=Nc1c(O)[nH]c2ccccc12	117	74	81	86	78	84	103	80	89
63	CCN1CCN(Cc2ccc(NC(=O)c3cccc(-n4cc(-c5ccc(NC(C)=O)nc5)nn4)c3)cc2C(F)(F)F)CC1	213	102	93	100	100	75	100	89	109
64	O=c1nc2[nH]c3ccc(Br)cc3c2n[nH]1	78	89	98	96	.	.	102	84	100
65	CC(C(O)C(F)(F)F)[N+](=O)[O-] (stereo not given)	.	95	96	105	92	106	102	101	109
66	N#C/C(=C\c1c(Cl)cccc1Cl)c1nc2ccccc2[nH]1	96	77	89	81	72	216	88	71	87
67	CCN(CC)CCOc1ccc(/C(=C(/C)c2ccccc2)c2ccc(OC(C)=O)cc2)cc1	74	100	96	101	105	102	107	91	111
68	N#CC(c1ccccc1)N(CCCCCCN(C(=O)c1ccccc1)C(C#N)c1ccccc1)C(=O)c1ccccc1 (stereo not given)	85	89	97	95	101	104	102	100	95
69	Clc1ccc2c(NCCCN3CCN(c4nc(N5CCOCC5)nc5ccccc45)CC3)ccnc2c1	71	-77*	74	25	76	13	4.9*	15	-29*
70	Cc1ccc([C@H]2C(C(=O)c3ccc(Cl)cc3)C3(N[C@@H]2c2ccccc2)C(=O)Nc2ccc(Br)cc23)cc1 (stereo not given in full)	101	34	61	56	67	46	56	44	47
71	Cc1cc(NN=C(c2ccc(O)cc2)c2ccc(O)cc2)c([N+](=O)[O-])cc1[N+](=O)[O-]	86	26	32	26	99	15	27	65	44
72	Cc1nc(Nc2ccc(NC(=S)Nc3ccccc3)cc2)nc2nc(Nc3ccc(S(=O)(=O)O)cc3)[nH]c(=O)c12	158	.	96	106	123	87	108	83	128
73	CCCCCCCCCCCC[n+]1ccccc1	19	.	8.6*	75	24	1.2*	3.7*	.	36
74	CSc1nc2ncc([N+](=O)[O-])c(=O)n2[nH]1	88	105	104	101	97	94	103	93	103
75	CN(CCCO)Cc1ccccc1	94	111	101	106	105	78	101	111	112
76	COc1cccc(/C=C2\SC(N3CCN(c4ccccn4)CC3)=NC2=O)c1	.	113	95	103	108	72	107	104	104
77	CCCCc1nc(Cl)c(C2CC(c3ccc(Cl)cc3)=NN2C(C)=O)[nH]1 (stereo not given)	83	100	94	93	88	82	96	.	104
78	CC(C)=C[C@@H]1CC2Cc3ccc(Cl)c(C)c3N1O2 (stereo not given in full)	87	100	89	98	89	93	108	82	105
79	COc1cc(-c2nnc(SCc3ccc(O)c4ncccc34)n2-c2ccccc2)cc(OC)c1OC	1.5*	.	9.3*	0.7*	8.8*	-8.3*	-30*	1.7*	4.8*
80	C[N+](C)(C)CC(=O)N/N=C/c1ccc2c(c1)OCO2	99	110	104	107	100	100	99	101	99
81	CN(C)NCC(O)COc1ccc(Cl)cc1 (stereo not given)	72	.	101	106	99	80	98	95	99
82	COc1cc2c(c(OC)c1OC)-c1ccc(NNC(=S)N(Cc3cccc(C[N+](Cc4cccc(CNC56CC7CC(CC(C7)C5)C6)c4)(Cc4cccc(CNC56CC7CC(CC(C7)C5)C6)c4)Cc4cccc(CN(C(=S)NNc5ccc6c(cc5=O)[C@@H](NC(C)=O)CCc5cc(OC)c(OC)c(OC)c5-6)C56CC7CC(CC(C7)C5)C6)c4)c3)C34CC5CC(CC(C5)C3)C4)c(=O)cc1[C@@H](NC(C)=O)CC2 (stereo not given in full)	-5.8*	20	21	76	-8.4*	-23*	2.5*	29	44
83	COc1cc(CNC(=O)/C=C/c2ccc3c(c2)OCO3)ccc1OCc1cn(-c2cccc(C(F)(F)F)c2)nn1	58	-29*	1.6*	4.7*	-45*	27	29	6.0*	0.9*

# Screening data: PubChem, NCI
